# PfGluPho inh: PfG6PD (Plasmodium falciparum) enzyme inhibition | PfGluPho enzyme, NADPH resazurin-diaphorase fluorescence | inhibition, % at 20 µM | hit rate 0.78% among 350,000 | AID 504690;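 active = inhibition reaching at least a set limit at 20 µM in the primary screen, cut at about 59% in these data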;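 also: 0% = DMSO wells with substrate and 100% = DMSO wells lacking glucose-6-phosphate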
# NR3A LBD binder: modulates the human NR3A ligand-binding domain. NR3A LBD differential scanning fluorimetry, Tm shift; 0% = protein alone, 100% = glycine-bound protein. Tm shift relative to glycine control, % at 25 µM. hit rate 2.5% among 340,000. AID 1259313;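 active = melting temperature shift of at least 10% of the positive control shift, at one fixed dose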
# SENP8 inh: SENP8 (human) protease inhibition; Q96LD8; recombinant SENP8, Nedd8 substrate fluorescence; inhibition, % at 20 µM; hit rate 0.64% among 360,000; in the data active = inhibition mostly above about 40%, no sharp cut-off; inactive = mostly below about 27%
# Target sequence (Q96LD8 whole entry, looked up): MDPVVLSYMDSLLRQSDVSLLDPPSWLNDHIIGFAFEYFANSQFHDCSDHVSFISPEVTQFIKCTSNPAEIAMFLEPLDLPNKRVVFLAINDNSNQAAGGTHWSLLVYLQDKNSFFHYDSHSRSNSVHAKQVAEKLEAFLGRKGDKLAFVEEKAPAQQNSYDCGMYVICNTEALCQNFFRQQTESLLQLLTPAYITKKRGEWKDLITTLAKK
# MPTP inh: blocks calcium-induced mitochondrial swelling; isolated mouse mitochondria, Ca2+ swelling absorbance, 30 min; inhibition, % at 10 µM; hit rate 1.4% among 360,000; AID 602449;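 active = inhibition of 50% or more, scaled per plate between neutral and stimulator controls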;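 also: 0% = DMSO wells given calcium and 100% = 1 mM EGTA wells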
# HKDC1 inhibitor: blocks human hexokinase HKDC1 activity; Q2TB90; recombinant HKDC1, G6PDH/diaphorase resazurin coupled fluorescence; inhibition, % at 20 µM; hit rate 0.16% among 340,000;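 active = inhibition above about 35% when tested at 20 µM, limit read from the data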;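 also: plate controls were DMSO wells with enzyme for no effect and DMSO wells lacking enzyme for full effect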
#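 Material – in-house recombinant HK5 (HKDC1) enzyme · Quantity – HKDC1 at 5 µg/mL · Buffer or medium – pH 8.0 Tris buffer with 10 mM MgCl2 · Reagent – glucose with 1 mM ATP · Dosing – single 20 µM dose · Times – reaction time 90 min, room temperature, protected from light · Technique – resorufin fluorescence at 613 nm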
# ATG4B inhibitor: blocks human ATG4B protease cleavage of LC3 substrate | Q9Y4P1 | ATG4B cleavage of LC3-PLA2, NBD-HPC fluorescence, 1 h | inhibition, % at 8.33 µM | hit rate 0.51% among 340,000; in the data active = inhibition above about 40%
# SENP6 block: SENP6 protease inhibition; Q9GZR1; hit rate 1.8% among 330,000; AID 2599; inhibition, % at 10 µM; Recombinant SENP6 catalytic domain, aminoluciferin luminescence;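 active = inhibition above about 50% at the single tested dose, limit read from the data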;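 also: plate controls were DMSO wells with enzyme for no effect and DMSO wells lacking enzyme for full effect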
# Target sequence (Q9GZR1 628-1112 limits assumed): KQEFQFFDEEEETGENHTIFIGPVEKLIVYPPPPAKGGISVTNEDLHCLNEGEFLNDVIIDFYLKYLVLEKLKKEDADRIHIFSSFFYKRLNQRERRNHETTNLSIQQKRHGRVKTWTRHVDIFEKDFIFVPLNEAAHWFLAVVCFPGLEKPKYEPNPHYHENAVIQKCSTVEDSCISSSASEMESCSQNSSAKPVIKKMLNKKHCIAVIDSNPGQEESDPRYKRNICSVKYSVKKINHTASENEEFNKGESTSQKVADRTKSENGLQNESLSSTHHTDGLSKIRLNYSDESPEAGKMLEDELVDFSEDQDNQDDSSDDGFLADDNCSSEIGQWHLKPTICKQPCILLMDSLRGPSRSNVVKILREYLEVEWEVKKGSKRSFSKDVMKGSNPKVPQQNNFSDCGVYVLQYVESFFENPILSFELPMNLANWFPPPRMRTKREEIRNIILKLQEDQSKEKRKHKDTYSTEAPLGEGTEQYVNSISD
# SENP7 inh: blocks the human protease SENP7. Q9BQF6. recombinant SENP7, Z-RLRGG-aminoluciferin luminescence, 40 min. inhibition, % at 5 µM. hit rate 1.5% among 330,000;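 active = inhibition above about 50% at the single test dose, limit read from the data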;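 also: plate controls were DMSO with enzyme for no effect and no enzyme buffer wells for full effect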
# Target sequence (Q9BQF6 706-1050 limits assumed): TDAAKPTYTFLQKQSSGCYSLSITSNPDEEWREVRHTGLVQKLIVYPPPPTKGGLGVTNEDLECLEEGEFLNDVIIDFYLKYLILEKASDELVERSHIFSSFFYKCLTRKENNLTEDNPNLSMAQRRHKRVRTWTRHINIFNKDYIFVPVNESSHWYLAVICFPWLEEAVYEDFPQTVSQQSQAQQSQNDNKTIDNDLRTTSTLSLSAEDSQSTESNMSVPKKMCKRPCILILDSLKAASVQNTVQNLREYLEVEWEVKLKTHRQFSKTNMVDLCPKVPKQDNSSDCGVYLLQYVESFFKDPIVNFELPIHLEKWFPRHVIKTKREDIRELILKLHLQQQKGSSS
# Numbers without * were called inactive; . = not tested or not shown. Not a hit list; about 6.9% have a hit in one of these screens.
SMILES,PfGluPho inh,NR3A LBD binder,SENP8 inh,MPTP inh,HKDC1 inhibitor,ATG4B inhibitor,SENP6 block,SENP7 inh
NC(=O)c1sc2nc3c(c(-c4cccnc4)c2c1N)CCC3,9,0,-4,-0.9,-7,-20,-38,3
C[C@H]1CN([C@@H](C)CO)C(=O)c2cccc(NS(=O)(=O)c3ccc(Cl)cc3)c2O[C@@H]1CN(C)CC1CCCCC1,12,0,5,0.4,1,-5,-18,-2
CC(=O)Nc1cccc(OCC(O)Cn2c(C)nc3ccccc32)c1 (stereo unspecified),-15,0,3,4.3,-10,-5,-2,-4
NC(=O)C1CCN(Cc2ccc(OCc3ccccc3)cc2)CC1,-5,1,18,5.6,-2,23,-19,-5
CCC1CCCCN1CCCNC(=O)c1c(O)nc2ccccn2c1=O (stereo unspecified),10,5,-180,-2.5,-4,-7,3,2
CSc1ccccc1NC(=O)CN(C)CC(=O)Nc1ccccc1N1CCOCC1,4,0,29,-1.2,-9,-7,-4,8
O=C(CN1C(=O)COc2ccccc21)Nc1ccc2c(c1)OCCO2,12,0,4,-1.2,-9,6,-19,5
CCCCOc1ccc(C(=O)NCC(=O)NCCOc2ccccc2)cc1,-51,0,5,0.0,-3,-10,-13,1
O=C(CN(c1ccccc1)S(=O)(=O)c1ccc(F)cc1)NC1CCCCCC1,1,-397,-2,0.2,-8,5,-9,-1
Cc1ccc(C(=O)NNC(=O)CSc2nnc(-c3ccncc3)n2C)cc1,-1,2,5,-1.3,-4,-5,4,-11
O=C1C(Cl)=C(N2CCOCC2)C(=O)N1c1ccccc1F,-10,-1,14,1.2,5,3,6,-2
N#C/C(=C/c1ccc(F)cc1)S(=O)(=O)c1ccccc1,5,2,11,-4.0,8,-4,-3,-12
COc1ccc(C2CC(c3ccccc3C(F)(F)F)=NN2c2ccc(S(N)(=O)=O)cc2)cc1 (stereo unspecified),29,18*,-379,0.1,2,2,.,-3
Fc1ccccc1NC(=S)N1CCN(Cc2ccc3c(c2)OCO3)CC1,-4,0,3,-1.8,-9,0,-20,-7
Cc1ccc(S(=O)(=O)N2CCOCC2)cc1NC(=O)CSc1nnc(COc2ccccc2F)n1N,-4,-1,12,0.5,-1,-11,.,.
Cc1cnc(NC(=O)COc2cccc3c2OC(C)(C)C3)s1,1,2,21,-0.7,-2,-4,-4,4
O=C(CCc1nc(-c2ccccc2Cl)no1)Nc1cccnc1,15,0,-4,0.5,1,-2,-4,-8
N#Cc1ccc(OCC(O)CN2CCN(c3ncc(C(F)(F)F)cc3Cl)CC2)cc1 (stereo unspecified),8,-3,5,1.9,4,-21,-4,-5
O=C(O)CC(NC(=O)c1cccc(F)c1)c1ccc(OC2CCCC2)cc1 (stereo unspecified),-21,1,19,0.6,-6,-3,-10,-1
CSc1nsc(SC)c1C(=O)OCC(F)(F)F,1,3,15,-0.8,0,-3,-15,-1
CCOC(=O)Cc1csc(NC(=O)/C=C/c2ccco2)n1,18,-1,-31,0.8,-5,-6,-8,-1
C=CCOc1c(Cl)cc(/C=N/O)cc1OC,26,0,12,2.9,-6,-11,-7,-2
C=CCn1c(C(CC(C)C)CC(C)O)n[nH]c1=S (stereo unspecified),38,-2,13,0.9,-10,-5,-4,14
Cc1ccc(S(=O)(=O)Nc2cc(C(F)(F)F)ccc2N2CCOCC2)cc1,-19,-6,18,-0.4,4,1,-11,-2
C#CCn1cc(C=C2C(=O)c3ccccc3C2=O)c2ccccc21,-14,0,38*,2.9,6,12,.,.
SMILES,PfGluPho inh,NR3A LBD binder,SENP8 inh,MPTP inh,HKDC1 inhibitor,ATG4B inhibitor,SENP6 block,SENP7 inh
CCOc1ccc(NC(=O)C2CC(=O)N(CC)C(=Nc3ccc4c(c3)OCO4)S2)cc1 (stereo unspecified),10,-9,12,1.2,12,-12,-4,-13
Cc1c2cn[nH]c(=O)c2c(C)n1-c1ccccc1,17,-1,-6,-1.2,-2,6,-1,2
CSc1ccccc1NC(=O)Nc1cccc(Cl)c1Cl,13,-1,5,17,-9,5,6,1
COc1cccc(C(=O)N2CCN(S(=O)(=O)Cc3ccccc3)CC2)c1OC,-15,2,27,3.2,-4,2,-14,-5
Cc1ccc(-n2nnc3c(=O)n(CC(N)=O)cnc32)cc1,0,1,10,-1.8,-6,8,-12,9
Cc1cc(C(=O)CSc2nncn2C)c(C)n1-c1ccccc1,52,0,15,2.1,-3,-3,-20,-21
Cc1sc2c(c1C)c(=O)n(-c1ccc(F)cc1)c(=O)n2CC(=O)NCc1ccco1,5,1,12,-0.5,-4,6,.,.
CC(=O)C(=Cc1cn(-c2ccccc2)nc1-c1ccccc1)C(C)=O,4,1,11,-0.2,-5,-9,-12,-3
O=C(N1CCN(c2ccc(F)cc2)CC1)C12CC3CC(CC(C3)C1)C2,2,-1,22,0.5,-2,-2,-7,-4
N#C/C(=C\c1ccc(C(=O)O)cc1)c1ccccn1,1,0,5,0.2,0,-9,27,25
O=C(NN1C(=O)C2C3C=CC(O3)C2C1=O)c1ccncc1 (stereo unspecified),-9,2,9,-6.1,-9,2,-16,8
CCN1C(=O)N[C@@H](c2cccc(C(F)(F)F)c2)[C@@H](C(=O)OC)[C@H]1C,-7,-1,12,1.5,-5,-10,-17,10
CCN(c1ccccc1)S(=O)(=O)c1ccc(C(=O)Nc2nccs2)cc1,-4,-6,4,2.5,5,-5,-21,4
CCCCCn1c(N(C)Cc2ccccc2)nc2c1c(=O)[nH]c(=O)n2C,-6,-3,20,0.9,0,-11,-3,1
Cc1nnc(SCc2nc3sc(C(=O)O)c(C)c3c(=O)[nH]2)s1,-5,-1,4,0.1,-1,-6,-6,-1
CCOc1ccc(NC(=O)C2CC(=O)N3CCCN=C3S2)cc1 (stereo unspecified),-20,0,22,-1.7,-3,3,2,2
CCC(Sc1nc(-c2cccc(OC)c2)c(C#N)c(=O)[nH]1)C(=O)Nc1nnc(C(C)C)s1 (stereo unspecified),-28,-11,-21,-0.3,2,8,12,3
COCCOc1ccc(C(F)(F)F)cc1NC(=O)CN1C(=O)NC(C)(c2ccc3c(c2)OCO3)C1=O (stereo unspecified),4,-8,-3,-0.6,3,-6,-1,5
CC(C)(C)OC(=O)NCCCC[C@H](NC(=O)c1nc[nH]c1C(=O)NCc1ccccc1)C(=O)OC(C)(C)C,30,-16,15,0.2,4,-6,5,-5
Cc1ccc(NC(=O)c2noc3c2CCC3)cc1C,19,1,28,1.1,1,1,.,.
O=C(NCCS(=O)(=O)N1CCc2ccccc2C1)c1ccccc1,1,1,5,-3.3,2,3,-16,-12
CCN(CC)S(=O)(=O)c1ccc(C(=O)N2CCN=C2SCc2cccnc2)cc1,-5,0,20,1.1,0,-3,6,-6
Cc1ccccc1-c1nc(C#N)c(N2CCC(C)CC2)o1,-8,0,-287,0.7,3,3,-2,4
COc1ccc(-c2nc(CS(=O)CC(=O)NCCCN3CCOCC3)c(C)o2)cc1OC (stereo unspecified),-26,2,8,-1.0,-4,-1,5,1
Cc1nc(NCCNC(=O)c2ccco2)c2c(C)c(C)sc2n1,34,14*,-31,-4.0,3,-11,-11,-6

# Copied from the results shown for reference:
SMILES,PfGluPho inh,NR3A LBD binder,SENP8 inh,MPTP inh,HKDC1 inhibitor,ATG4B inhibitor,SENP6 block,SENP7 inh
CC(=O)C(=Cc1cn(-c2ccccc2)nc1-c1ccccc1)C(C)=O,4,1,11,-0.2,-5,-9,-12,-3
O=C(N1CCN(c2ccc(F)cc2)CC1)C12CC3CC(CC(C3)C1)C2,2,-1,22,0.5,-2,-2,-7,-4
N#C/C(=C\c1ccc(C(=O)O)cc1)c1ccccn1,1,0,5,0.2,0,-9,27,25
O=C(NN1C(=O)C2C3C=CC(O3)C2C1=O)c1ccncc1 (stereo unspecified),-9,2,9,-6.1,-9,2,-16,8
CCN1C(=O)N[C@@H](c2cccc(C(F)(F)F)c2)[C@@H](C(=O)OC)[C@H]1C,-7,-1,12,1.5,-5,-10,-17,10
CCN(c1ccccc1)S(=O)(=O)c1ccc(C(=O)Nc2nccs2)cc1,-4,-6,4,2.5,5,-5,-21,4
CCCCCn1c(N(C)Cc2ccccc2)nc2c1c(=O)[nH]c(=O)n2C,-6,-3,20,0.9,0,-11,-3,1
Cc1nnc(SCc2nc3sc(C(=O)O)c(C)c3c(=O)[nH]2)s1,-5,-1,4,0.1,-1,-6,-6,-1
CCOc1ccc(NC(=O)C2CC(=O)N3CCCN=C3S2)cc1 (stereo unspecified),-20,0,22,-1.7,-3,3,2,2
CCC(Sc1nc(-c2cccc(OC)c2)c(C#N)c(=O)[nH]1)C(=O)Nc1nnc(C(C)C)s1 (stereo unspecified),-28,-11,-21,-0.3,2,8,12,3
COCCOc1ccc(C(F)(F)F)cc1NC(=O)CN1C(=O)NC(C)(c2ccc3c(c2)OCO3)C1=O (stereo unspecified),4,-8,-3,-0.6,3,-6,-1,5

# Next section
SMILES,PfGluPho inh,NR3A LBD binder,SENP8 inh,MPTP inh,HKDC1 inhibitor,ATG4B inhibitor,SENP6 block,SENP7 inh
CC1(C)NC(=O)N(CC(=O)Nc2ccc(-n3cnnn3)cc2)C1=O,-4,-1,14,-0.4,-7,0,-4,-11
COc1ccccc1C(=O)NCCC(=O)Nc1ccc(S(=O)(=O)N2C(C)CCCC2C)cc1 (stereo unspecified),7,-1,8,0.0,0,-45,0,-13
Cc1ccc(Cn2nnc3c(=O)[nH]c(C4CCCN(S(=O)(=O)c5ccccc5F)C4)nc32)cc1 (stereo unspecified),-6,0,6,0.9,-7,-3,8,-5
CC(=O)N/C(N)=N/c1nc2cc(C)ccc2o1,-7,-1,12,0.9,-4,4,14,0
O=C(C1CCN(S(=O)(=O)N2CCCCC2)CC1)N1CCCCC1,-8,-1,10,-2.0,-10,3,17,7
CC(=NCCc1c(C)[nH]c2ccc(OC(F)(F)F)cc12)C1=C(O)CC(c2ccccc2)CC1=O (stereo unspecified),8,5,29,3.8,-3,-14,4,1
COc1ccc(C(=O)COC(=O)Cn2[nH]c(=O)c3ccccc3c2=O)c(OC)c1,0,-1,-10,-0.3,4,1,-2,-1
Cc1cc(C)cc(NC2=CC(=O)CC(c3ccco3)C2)c1 (stereo unspecified),2,0,-8,0.7,-1,-10,-4,2
Cc1ccc(CNC(=O)CCC(=O)N2CC(C)Oc3ccc(Cl)cc32)cc1 (stereo unspecified),25,0,10,0.3,-4,11,0,-1
Cc1cc(C)c(C)c(C(=O)COC(=O)CNC(=O)CNC(=O)c2ccco2)c1C,-17,1,7,0.4,-1,2,-11,6
Cc1nnc(SCC(N)=O)n1CCc1ccccc1,-22,2,17,-1.3,-3,6,-8,-11
CC1CN(C(=S)Nc2ccccc2F)CC(C)O1 (stereo unspecified),13,-3,9,-1.0,-4,-6,17,-9
CCOC(=O)C(=CNc1cc(C)nn1-c1ccccc1)C(=O)OCC,5,-2,-3,-0.2,-7,4,-20,-6
Cc1ccc2c(cnn2C(=O)CCCC(=O)NCc2cccc(F)c2)c1,5,0,-3,0.1,0,-9,-20,-17
COc1c2occc2c(OC)c2c(=O)cc(C)oc12,-6,1,-6,0.3,-7,8,-20,-1
O=C1NC(N2CCOCC2)=N/C1=C/c1ccc2c(c1)OCO2,8,2,-416,-4.9,-5,-8,0,8
COc1cccc(-c2cc(C(F)(F)F)nc(-n3cccn3)n2)c1,4,0,-313,0.8,2,-20,6,-1
CC(=O)c1csc(COc2ccccc2)n1,-11,0,8,0.5,-3,6,-18,31
CN1CCN(C(CNS(=O)(=O)c2ccc(Cl)cc2)c2cccnc2)CC1 (stereo unspecified),-9,1,8,-1.0,0,-5,-11,7
Cn1c(Cn2c(=O)sc3ccccc32)nnc1SCC(=O)Nc1ccc2c(c1)OCO2,26,2,9,1.7,7,-1,-5,-5
Cc1cc(NC(=O)/C=C/C(=O)N(CC(=O)NC2CCCC2)c2cccc3ccccc23)no1,-4,-1,1,-0.1,-7,-5,-6,1
Cc1ccc(C)c(N2C(=O)C3C4C=CC(CC4)C3C2=O)c1 (stereo unspecified),-9,-1,16,-0.9,-1,-6,-6,4
CN1CCc2c(sc3nc(SCC(=O)NCc4ccco4)n(-c4ccccc4)c(=O)c23)C1,8,2,-321,-2.6,-2,-7,21,1
